phage Ecoli inh: growth loss of phage-infected E. coli, primary screen, RecBCD inhibitor project, absorbance, with phage, HTS. inhibition, % at 11.9 µM. 360,000 tested, 0.26% active. AID 651602, 2012; in the data active = inhibition above about 11%
SUMO Mot1 rescue: yeast Mot1-301 growth rescue at high temperature, primary screen, SUMOylation pathway inhibitor project, S. cerevisiae, ATP luminescence, 38.5C. S. cerevisiae Mot1-301 growth rescue; percent above DMSO median, 100 means doubled. growth rescue, % at 18.8 µM. 320,000 tested, 1% active. AID 2716, 2010;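 active = every valid replicate shows activation above 250% relative to neutral control wells; inactive = the rest, any valid replicate at or below 250%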;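 note: OY570 slx delta 5 strain wells were the positive control but not used for scaling; some compounds called inactive have numbers as strong as hits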
PKA-R1A act: activators of PKA-R1A holoenzyme, primary screen, biochemical, fluorescence polarization, Cy5-IP20, bovine R1A, mouse PKAc; cAMP-dependent protein kinase type I-alpha regulatory subunit (Bos taurus) + …; PKA-R1A dissociation; scaled: DMSO 0%, 113 µM cGMP 100%; activation, % at 11.4 µM; 340,000 tested, 0.083% active; AID 504707, 2011;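 active = percent activation above the mean of all tested compounds plus 3 SD, cut at about 19% in these data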;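 note: higher means more PKAc released from R1A so a rise in polarization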
DAGLB inh: DAGLB lipase inhibitors, primary screen, biochemical, fluorescence, HTS | 340,000 tested, 0.059% active | inhibition, % at 5.17 µM | HEK293T DAGLB membrane lysate, EnzChek fluorogenic substrate; in the data active = inhibition above about 34%;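 note: 0% = enzyme with vehicle and 100% = wells lacking enzyme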
Target sequence (Q8NCG7 whole entry, looked up): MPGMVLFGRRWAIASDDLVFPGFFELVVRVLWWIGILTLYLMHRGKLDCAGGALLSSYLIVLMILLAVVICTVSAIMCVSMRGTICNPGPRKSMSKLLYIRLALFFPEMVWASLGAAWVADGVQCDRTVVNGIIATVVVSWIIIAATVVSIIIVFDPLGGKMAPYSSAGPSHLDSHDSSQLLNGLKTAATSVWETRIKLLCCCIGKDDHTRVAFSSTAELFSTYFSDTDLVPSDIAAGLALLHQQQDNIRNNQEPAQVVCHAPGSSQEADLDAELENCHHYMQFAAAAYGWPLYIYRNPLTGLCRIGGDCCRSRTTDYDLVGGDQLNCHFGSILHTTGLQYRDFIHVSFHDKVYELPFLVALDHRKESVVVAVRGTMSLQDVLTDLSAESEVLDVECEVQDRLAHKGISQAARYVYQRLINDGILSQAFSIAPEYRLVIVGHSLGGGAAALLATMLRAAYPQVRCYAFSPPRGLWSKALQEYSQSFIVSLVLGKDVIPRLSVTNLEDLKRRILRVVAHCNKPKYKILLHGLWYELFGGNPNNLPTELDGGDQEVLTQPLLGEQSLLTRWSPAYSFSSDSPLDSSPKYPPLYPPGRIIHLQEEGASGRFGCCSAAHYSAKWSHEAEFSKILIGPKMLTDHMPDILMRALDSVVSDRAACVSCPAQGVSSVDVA
HTR5A ag: HTR5A agonists in luminescence cell assay, primary screen, counter-screen for OPRM1-OPRD1 heterodimer agonist project, full-deck HTS. cell-based. 340,000 tested, 0.61% active. activation, % at 9.3 µM; in the data active = activation mostly above about 9.5%, no sharp cut-off; inactive = mostly below about 7.6%;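 note: 0% = cells with vehicle only and 100% = reference agonist; strong numbers were not always called active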
HTR5A inv ag: HTR5A inverse agonists in luminescence cell assay, primary screen, counter-screen for OPRM1-OPRD1 heterodimer inverse agonist project, full-deck HTS; 340,000 tested, 0.083% active; inhibition, % at 9.3 µM; 5-hydroxytryptamine receptor 5A (Homo sapiens), P47898; HTR5A cell line, inverse agonism; in the data active = inhibition mostly above about 23%, no sharp cut-off; inactive = mostly below about 18%;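 note: 0% = cells with DMSO and 100% = no-cell wells with DMSO; some compounds called inactive have numbers as strong as hits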
Tat export inh: E. coli Tat export inhibitors, primary screen, MC4100, TorA-mCherry reporter, fluorescence, single point; inhibition, % at 10 µM; 340,000 tested, 0.036% active; AID 488895, 2010;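 active = mean replicate inhibition at least 50% and at least half of replicates individually reaching 50%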;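 note: exported cargo escapes ClpAP degradation while cytoplasmic cargo is degraded and loses fluorescence; 0% = median of neutral control wells and 100% = median of NaSCN control wells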
AddAB inh: growth inhibition of E. coli expressing H. pylori AddAB, primary screen, AddAB inhibitor project, absorbance. inhibition, % at 11.9 µM. 330,000 tested, 0.29% active. AID 435030, 2010; in the data active = inhibition above about 12%;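 note: 0% = vehicle wells of infected cells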
PKA-R2B activ: activators of PKA-R2B holoenzyme, primary screen, biochemical, fluorescence polarization, Cy5-IP20, human | cAMP-dependent protein kinase catalytic subunit beta (Homo sapiens) + cAMP-dependent … | 340,000 tested, 0.079% active | PKA-R2B holoenzyme dissociation; R2B truncated from residue 108, S112A mutant; 0% DMSO only, 100% 113 µM cGMP | activation, % at 11.4 µM | AID 504700, 2011;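 active = activation above a cutoff set at the mean over all compounds plus 3 SD, cut at about 18% in these data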;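 note: higher means more holoenzyme dissociation and a rise in polarization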
Target sequence (P31323 whole entry, looked up, other chains not shown, the tested form may be a part): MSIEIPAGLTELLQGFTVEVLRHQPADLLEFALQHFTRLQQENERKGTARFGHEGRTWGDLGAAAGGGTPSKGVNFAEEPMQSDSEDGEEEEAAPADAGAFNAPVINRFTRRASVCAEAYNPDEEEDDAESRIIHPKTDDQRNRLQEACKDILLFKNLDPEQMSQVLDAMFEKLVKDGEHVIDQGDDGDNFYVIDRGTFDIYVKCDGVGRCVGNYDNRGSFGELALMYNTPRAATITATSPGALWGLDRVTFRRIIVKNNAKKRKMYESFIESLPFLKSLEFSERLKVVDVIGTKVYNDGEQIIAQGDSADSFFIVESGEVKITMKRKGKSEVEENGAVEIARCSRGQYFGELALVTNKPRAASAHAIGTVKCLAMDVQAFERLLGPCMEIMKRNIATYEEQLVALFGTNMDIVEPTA
Ecoli viability: E. coli V3065 growth inhibition, primary screen, counter-screen for AddAB inhibitor project, absorbance, OD600. 18 h. inhibition, % at 11.9 µM. 330,000 tested, 0.27% active. AID 449728, 2010;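 active = inhibition above the campaign's mean inhibition across all tested compounds plus 3 SD, cut at about 9.9% in these data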;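 note: uninfected addAB+ strain grown without phage in ampicillin broth; 0% = DMSO wells and 100% = ciprofloxacin 0.95 µg/ml wells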
CDK5 p35 inh: inhibitors of human CDK5/p35 kinase, primary screen, biochemical, single concentration. 330,000 tested, 0.01% active. Cyclin-dependent kinase 5 (Homo sapiens) + Cyclin-dependent kinase 5 activator 1 (Homo …. inhibition, % at 10 µM. Recombinant CDK5/p35, ADP-Glo luminescence, 60 min. AID 488839, 2010;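 active = highest replicate inhibition of at least 50% and at least 75% of replicates reaching 50%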;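 note: plate controls were DMSO neutral control for no effect and GW8510 at 10 µM for full effect; many of its hits are not listed in these tables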
* = called active by the depositor; / = not tested or not shown.

SMILES	phage Ecoli inh	SUMO Mot1 rescue	PKA-R1A act	DAGLB inh	HTR5A ag	HTR5A inv ag	Tat export inh	AddAB inh	PKA-R2B activ	Ecoli viability	CDK5 p35 inh
CN(C)S(=O)(=O)c1cccc(NC(=O)c2sccc2-c2ccccc2)c1	0.0	-5	-7	-2	5	-18	4	/	6	/	0.9
C=C(c1ccccc1Cl)[n+]1ccccc1	1.7	-1	-1	-2	-5	19	-2	2.2	-6	-0.8	-1.1
Cc1cc2cc(CN(CCN3CCOCC3)C(=O)Nc3ccccc3F)c(=O)[nH]c2cc1C	3.1	0	2	1	5	-4	5	2.8	-11	2.9	-0.3
CC(=O)Nc1ccc(OCC(O)CN2CCN(c3ccc(C)c(Cl)c3)CC2)cc1 (stereo unspecified)	0.5	21	4	3	6	17	-15	0.3	0	-1.1	0.5
CC(=O)CC(=O)NC1CCc2ccccc21 (stereo unspecified)	-0.1	/	1	0	-3	11	5	/	-9	/	-1.3
O=C(COC(=O)c1ccc([N+](=O)[O-])cc1)NC12CC3CC(CC(C3)C1)C2	2.8	-23	0	0	1	-3	3	1.3	2	2.3	-0.5
O=C(NC(=S)NC1CCCCCCCCCCC1)c1cccnc1	1.7	-10	5	0	4	-9	-7	3.8	12	1.6	0.3
O=c1oc(CCCO)cc2ccc(/C=C/c3cccc([N+](=O)[O-])c3)cc12	0.3	-10	-6	6	-9	23	2	-0.8	4	-0.7	-0.5
Cc1nc(SCc2ccc(O)c([N+](=O)[O-])c2)c([N+](=O)[O-])[nH]1	2.8	16	1	2	1	8	8	-2.1	1	-0.8	1.2
CCN(CC)C(=S)SCC(=O)c1ccc(Br)cc1	4.7	5	0	-5	1	-4	4	1.7	6	0.3	-3.8
CCC(=O)Nc1ccc(C(=O)NNC(=O)C2CCCCC2)cc1	1.1	12	6	-1	-1	5	6	/	1	/	-1.4
COc1ccc2c(c1OC)C(=O)N(c1cccc(C)c1)C2	3.4	/	2	-2	0	-8	4	1.3	0	-3.0	1.7
C=CC[C@@H](Cc1ccc(F)cc1)C(=O)OC[C@H]1CCCN1C(=O)[C@@H](CC=C)CC(=O)N[C@@H](CO)Cc1ccccc1	2.5	/	-1	-1	2	-7	36	-0.3	0	-2.1	0.3
COc1ccc(CC(=O)N2CCC(n3nccc3NC(=O)C3CC3)CC2)cc1	1.8	86	5	2	-2	-20	-2	-1.3	6	-1.5	-2.2
O=C(NCc1cccc(Br)c1)C1CC(c2ccc(C(F)(F)F)cc2)=NO1 (stereo unspecified)	2.4	-2	2	-4	4	-21	-14	3.7	-8	4.1	-1.7
Cc1cccc(C)c1OCc1cc(C(=O)N2CCN(c3ccccn3)CC2)no1	3.0	-9	-9	-1	-1	11	10	2.9	-4	0.4	0.2
CN(Cc1ccccc1)C(=O)COC(=O)c1cncc(Br)c1	3.4	-8	-6	-1	-2	-5	-4	1.1	10	0.4	1.1
COc1cccc(CNc2ccc3[nH]c(=O)[nH]c3c2)c1OCc1ccccc1Cl	1.0	-3	-8	-2	0	1	-1	3.8	-4	0.0	-1.2
CN1CCN(S(=O)(=O)c2cccc(S(=O)(=O)c3cccc(S(=O)(=O)N4CCN(C)CC4)c3)c2)CC1	2.0	-32	-15	1	1	-3	2	-0.7	-11	1.4	-1.1
COc1cccc(-c2nnc(SCC(=O)N3CCCC3=O)n2-c2ccccc2)c1	0.4	-1	-6	2	4	-11	-7	1.9	-10	0.1	-3.2
CCOc1ccccc1C(=O)N1CCC(n2nnc3cc(C(F)(F)F)ccc32)CC1	0.5	-16	-2	-6	-4	-4	-7	-0.9	-3	1.5	-0.6
NC(=S)N/N=C\c1c(OCc2ccccc2Cl)ccc2ccccc12	3.5	-13	-12	1	6	-12	23	5.6	-11	3.9	-1.2
O=C(CCS(=O)(=O)c1cccs1)N1CCN(c2ccc(F)cc2)CC1	1.1	-11	10	0	1	-5	4	-2.5	8	-4.8	2.8
CC(C)(C)NC(=O)C1CCN(C(=O)c2ccc(Br)cc2)CC1	-0.2	-19	-10	-4	1	6	2	1.4	1	0.8	-0.9
CCCc1nnc(NC(=O)CCC(=O)NC2CCCCCC2)s1	3.9	11	-1	1	1	-26	2	1.8	1	-1.6	0.9
(further entries)
SMILES	phage Ecoli inh	SUMO Mot1 rescue	PKA-R1A act	DAGLB inh	HTR5A ag	HTR5A inv ag	Tat export inh	AddAB inh	PKA-R2B activ	Ecoli viability	CDK5 p35 inh
COc1ccc(NC(=O)c2ccc(N3CCOCC3)nc2)cc1	1.0	217	8	-2	-1	4	12	1.8	12	2.6	-2.6
CCCC(C)C(=O)Nc1ccc(S(=O)(=O)Nc2nccc(C)n2)cc1 (stereo unspecified)	2.0	3	/	/	/	/	1	2.8	/	0.1	0.4
O=C(NCc1ccc2c(c1)OCO2)c1cc(-c2ccccc2)on1	1.1	16	10	-15	6	8	13	-2.0	5	-0.9	0.0
O=C(CN1C(=O)NC(Cc2c[nH]c3ccccc23)C1=O)NCCc1ccc(F)cc1 (stereo unspecified)	0.0	2	-5	-2	0	-2	-4	0.9	-1	0.7	0.9
COc1ccc(OC)c(C(=O)NC(CC(N)=O)c2ccc(N3CCN(c4ccccn4)CC3)c([N+](=O)[O-])c2)c1 (stereo unspecified)	2.1	-26	-4	5	0	-10	-6	1.6	21*	-0.5	0.8
COc1ccc([N+](=O)[O-])cc1NCc1ccccc1	2.7	15	-13	3	1	14	26	3.6	-10	1.0	-0.1
Cc1nn(C(C)(C)C)c(C)c1/C=N/OC(=O)Nc1ccc(Cl)c(Cl)c1	1.9	12	-11	-2	-1	3	-1	4.3	4	0.7	0.2
CC(C)COC(=O)CNc1n[nH]c(=S)[nH]c1=O	-0.8	9	-1	-1	4	-21	-10	-0.4	-5	0.5	0.0
COC(=O)C1=C(C(=O)OC)[C@@H]2N(C)c3ccccc3[C@@]23C[C@@H](C(=O)OC)N(C(C)=O)C3=N1	0.0	-8	12	-3	1	-37	-1	1.3	-3	-1.5	0.0
Cc1cc(/C=N/NC(=O)C(O)(c2ccccc2)c2ccccc2)c(C)n1-c1ccc(C(=O)O)cc1	2.9	-12	-9	-1	-3	7	-3	0.8	4	-0.5	-2.9
CCn1c(SCC(=O)Nc2cc(C)on2)nc2c1c(=O)n(C)c(=O)n2C	3.0	-23	1	0	-1	16	-2	-1.6	-5	-3.2	-1.6
CC(C)C[C@H](NC(=O)OC(C)(C)C)C(=O)NCC1CCC(C(=O)N[C@@H](Cc2ccccc2)C(=O)O)CC1 (stereo partly specified)	1.8	-4	-2	1	7	-26	-1	-3.0	-6	-0.6	-1.3
NNC(=O)c1cc2nc(-c3cccs3)cc(C(F)(F)F)n2n1	2.7	-3	8	-3	0	5	1	-1.2	-10	-2.3	-1.0
COc1cccc(-c2nn(-c3ccc(F)cc3)cc2C(=O)NCC2CCCO2)c1 (stereo unspecified)	4.6	1	0	-3	-2	5	-6	-2.1	3	-0.4	-0.2
Cc1ccc(-n2c(=O)c3c4c(sc3n(Cc3cc(=O)n5ccccc5n3)c2=O)CCC4)cc1C	3.4	322	1	0	-3	9	-6	2.7	-11	-1.6	-0.9
O=C(NCc1ccc(F)cc1)N1CCN(S(=O)(=O)c2ccccc2F)CC1	3.0	142	6	-2	1	-40	2	3.4	-3	0.3	-0.5
Cc1ccc(-c2csc(NC(=O)c3ccc(Br)cc3)c2C(=O)O)cc1	1.2	6	-6	24	-4	15	-5	-1.3	1	0.1	-2.4
CCc1ccc(-c2nc(SCC(=O)N(CC)C3CCS(=O)(=O)C3)n[nH]2)cc1 (stereo unspecified)	0.7	3	8	3	8	-5	-1	2.8	-8	2.6	0.1
O=C1OCCN1C(=O)[C@H]1[C@H](c2ccc([N+](=O)[O-])cc2)C(c2ccccc2)=NN1c1ccc(Br)cc1	1.4	/	-6	0	-1	4	-2	-1.7	2	3.7	-0.6
CCc1cccc(NS(=O)(=O)c2ccc3c(c2)n(C)c(=O)n3C)c1	2.6	-11	8	0	-1	4	2	1.4	-4	-0.2	0.2
COc1cc(/C=N/Nc2ccc(Cl)c(C(=O)O)c2)ccc1OC(=O)c1ccco1	3.2	-4	-8	4	0	-8	4	1.2	-8	3.1	0.1
O=C(Nc1ccccc1)c1ccc(S(=O)(=O)N2CCCCC2)cc1	2.7	-5	-6	-4	2	-5	9	-0.7	-11	-2.5	2.5
O=C(NNc1nc2c(F)cccc2s1)C1=COCCO1	1.7	/	0	1	3	-3	1	2.0	3	0.4	1.0
Cc1ccccc1S(=O)(=O)Nc1nc2ccccc2nc1N1CCc2ccccc2C1	3.4	523	-4	5	6	-25	14	0.5	4	1.1	-0.7
Cc1cc(Cl)ccc1OCCNC(=S)NC(=O)c1cccnc1	0.6	38	7	2	0	15	-7	0.4	5	-0.1	3.0
Later entries.
SMILES	phage Ecoli inh	SUMO Mot1 rescue	PKA-R1A act	DAGLB inh	HTR5A ag	HTR5A inv ag	Tat export inh	AddAB inh	PKA-R2B activ	Ecoli viability	CDK5 p35 inh
Cc1ccc(C)c(S(=O)(=O)N(C)Cc2cccs2)c1	-0.9	27	-4	-10	-2	7	4	-1.6	7	-2.3	-1.3
CCSc1n[nH]c2nc3c(c(=O)n12)C1(CCCC1)Cc1ccccc1-3	2.3	18	3	2	0	-6	-10	0.8	-2	-0.5	2.8
O=C(CC1SC(=Nc2ccccc2)N(CCO)C1=O)Nc1ccccc1 (stereo unspecified)	5.2	218	-3	-2	2	-4	-3	3.4	-3	-2.0	-1.2
CCCn1c(=O)c2ccccc2n2c(SCC(=O)NCc3cccs3)nnc12	1.6	2	-3	2	-3	-14	-8	-1.2	1	0.2	0.5
COc1ccc(CN2CCC(Oc3ccc(C(=O)N4CCCCC4)cc3)CC2)cc1C	0.6	250	-6	-4	11	23	-6	1.4	7	-0.2	-0.2
CCN(CC(=O)Nc1ccc(NC(C)=O)cc1)C(=O)CN1C(=O)C2CCCCC2C1=O (stereo unspecified)	3.5	0	13	-5	-4	12	2	1.2	4	0.7	-0.8
Fc1ccccc1-c1[nH]ncc1-c1nnnn1-c1ccccc1	0.7	-9	/	/	/	/	-7	1.7	/	-0.5	0.5
NC(=O)c1ccc([N+](=O)[O-])cc1SCc1ccccc1	2.4	6	-5	2	4	6	1	1.6	5	3.4	-0.2
O=C(c1cccc(F)c1)n1nnc2ccccc21	-2.2	-12	4	0	-1	-16	-1	0.2	9	-1.9	0.5
CCC(CC)C(=O)c1c[nH]c(C(=O)NCc2ccncc2)c1	1.7	202	-4	1	2	-4	-5	2.0	-2	0.4	1.8
Clc1ccc(-c2onc3c2CCCC3)cc1	1.7	11	-7	-15	1	-7	5	0.2	3	-0.5	-2.3

Screens: PubChem, several laboratories
